Rpn11 inh: inhibitors of human proteasome Rpn11 | O00487 | AID 588493 | human 26S proteasome, Ub4-pepOG fluorescence polarization; 20S core pre-blocked with epoxomicin | calls only at 20 µM | 0.59% of 360,000 active;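 active means inhibition at 20 µM, scaled to each plate's controls, above about 33%, limit read from the data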
FAS TE block: inhibitors of human fatty acid synthase thioesterase domain; recombinant FAS-TE, OMFH fluorogenic substrate, fluorescence endpoint; 0.67% of 360,000 active; inhibition, % at 15 µM; AID 602261; P49327;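 active means compounds whose normalised, plate-corrected inhibition of enzyme fluorescence in the single-dose primary screen is 50% or more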;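 further: 0% = DMSO with enzyme and 100% = substrate without enzyme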
CSN inh: inhibitors of human CSN-mediated cullin deneddylation; Q92905; 0.38% of 360,000 active; Purified CSN, SCF-Nedd8-OG deneddylation, fluorescence polarization; inhibition, % at 12.5 µM; AID 651999;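 active means pattern-corrected inhibition above about 35%, with an unprinted fluorescence ratio check between 0.5 and 1.5, limit read from the data, passing the limit was not always enough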;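 further: 0% = enzyme with substrate and 100% = substrate without enzyme; some results filed as inactive read as strong as hits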
Target sequence (Q92905 whole entry, looked up, one chain of several): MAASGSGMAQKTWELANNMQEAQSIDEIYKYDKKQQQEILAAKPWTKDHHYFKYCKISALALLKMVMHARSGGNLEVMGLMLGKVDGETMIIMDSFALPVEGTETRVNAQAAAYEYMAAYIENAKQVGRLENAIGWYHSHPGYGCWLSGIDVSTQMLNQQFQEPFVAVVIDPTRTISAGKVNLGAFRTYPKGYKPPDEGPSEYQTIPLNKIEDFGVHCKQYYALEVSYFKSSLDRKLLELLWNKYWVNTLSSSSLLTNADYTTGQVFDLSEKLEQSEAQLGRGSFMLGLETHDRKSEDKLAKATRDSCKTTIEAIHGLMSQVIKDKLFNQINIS
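Assay system: Purified human Csn5 enzyme expressed in HEK293T cells | Amount: Enzyme 0.24 nM | Measured by: Fluorescence polarization readout | Medium: Tris/NaCl/DTT buffer, pH 7.5 | Compound dosing: One concentration, 12.5 µM, 0.25% DMSO | Times: 90 min incubation of compound, enzyme and substrate at room temperature | Control set: no-enzyme wells high, enzyme-with-substrate wells low | Read-out: % inhibition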
MsrA act: bovine methionine sulfoxide reductase A activation. purified bovine MsrA, absorbance read-out. AID 602163. activation, % at 10.6 µM. 0.3% of 360,000 active; in the data active means activation above about 7.5%;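 further: 0% = vehicle and 100% = reference activator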
PABP1 MLLE inh: blocks PAM2 peptide binding to the PABP1 MLLE domain | AID 588489 | P11940 | 0.36% of 360,000 active | inhibition, % at 20 µM | GST-MLLE / FITC-PAM2 fluorescence polarization; in the data active means inhibition above about 35%, passing the limit was not always enough;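 further: plate controls were DMSO wells with GST-MLLE for no effect and wells lacking GST-MLLE protein for full effect; some results filed as inactive read as strong as hits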
Target sequence (P11940 whole entry, looked up, the tested form may be a part): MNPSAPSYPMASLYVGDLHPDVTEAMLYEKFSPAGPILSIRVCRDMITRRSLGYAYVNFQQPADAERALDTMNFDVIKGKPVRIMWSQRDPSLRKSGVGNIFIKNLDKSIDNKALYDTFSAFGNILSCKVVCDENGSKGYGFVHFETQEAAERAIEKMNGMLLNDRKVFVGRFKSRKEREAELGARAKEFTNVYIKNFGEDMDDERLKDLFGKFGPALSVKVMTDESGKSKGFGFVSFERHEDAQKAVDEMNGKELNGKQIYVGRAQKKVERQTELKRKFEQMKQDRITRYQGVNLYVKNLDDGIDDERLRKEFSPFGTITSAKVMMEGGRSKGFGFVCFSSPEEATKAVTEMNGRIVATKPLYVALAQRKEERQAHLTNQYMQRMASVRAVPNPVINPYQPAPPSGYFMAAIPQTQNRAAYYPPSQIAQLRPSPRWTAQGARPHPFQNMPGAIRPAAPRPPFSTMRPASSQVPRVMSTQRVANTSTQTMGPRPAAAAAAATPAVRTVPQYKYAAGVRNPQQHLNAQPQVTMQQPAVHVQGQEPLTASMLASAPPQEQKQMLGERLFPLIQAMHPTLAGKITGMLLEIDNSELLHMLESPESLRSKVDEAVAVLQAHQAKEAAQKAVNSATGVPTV
MT1-MMP act inh: blocks activation of human MT1-MMP | 0.061% of 360,000 active | AID 651647 | P50281 | HT1080 RFP-PRO-GFP cells, GFP/RFP ratio fluorescence, overnight; percent of plate control window, DMSO zero | GFP/RFP ratio change, % at 20 µM;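 active means GFP/RFP ratio change of at least 30% with cell ATP level not reduced by more than half and red fluorescence within 50% of control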; further: strong numbers were not always called active
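Assay system: RFP-PRO-GFP reporter HT1080 cells; read-out basis: GFP/RFP fluorescence ratio; benchmarks: DMSO wells and RFP-L50D-GFP cells; doses: 20 µM single dose, 1% DMSO; schedule: overnight cell settling, then overnight compound exposure, 37 °C, 5% CO2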
Rin1-Abl PPI inh: blocks binding of human Rin1 to Abl; P00519+Q13671; TR-FRET Rin1/Abl binding, biochemical; inhibition, % at 7.35 µM; 0.4% of 360,000 active; in the data active means inhibition above about 5%, passing the limit was not always enough
MsrA inh: inhibitors of bovine MsrA. purified bovine MsrA, absorbance read-out. inhibition, % at 15.5 µM. AID 651718. 0.75% of 360,000 active; in the data active means inhibition above about 4.5%;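 further: 0% = vehicle wells with enzyme and 100% = reference inhibitor wells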
E coli Lon inh: inhibitors of E. coli Lon protease. 0.42% of 360,000 active. AID 602123. P0A9M0. inhibition, % at 7.94 µM. purified E. coli Lon protease, fluorescence polarization; in the data active means inhibition above about 13%, passing the limit was not always enough;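 further: 0% = enzyme with probe and DMSO and 100% = no enzyme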
Numbers without * were called inactive; i = inactive; nt = not tested or not shown.

Screens in order: Rpn11 inh | FAS TE block | CSN inh | MsrA act | PABP1 MLLE inh | MT1-MMP act inh | Rin1-Abl PPI inh | MsrA inh | E coli Lon inh
COc1cc(C(O)c2nc(-c3cccc(C(F)(F)F)c3)cs2)ccc1F (stereo not given)
→ i | 27.2 | -0.8 | -2.8 | 1.1 | 0.7 | -4.4 | -0.9 | -0.1
Cc1ccc(S(=O)(=O)N2CCN(CN3C(=O)CC4(CCCC4)C3=O)CC2)cc1
→ i | -7.3 | -6.7 | -0.8 | -0.5 | -2.3 | 1.5 | 0.6 | -6.9
O=C(Cc1c(Sc2ccccc2)c2ccccc2n1Cc1ccccc1)NCCO
→ i | 11.8 | -2.4 | -1.1 | -4.7 | -1.5 | 0.9 | 1.4 | 3.5
CC(C)Oc1cccc(C(=O)NC(=S)NCc2cccnc2)c1
→ i | 7.5 | 0.8 | -9.3 | 15.4 | 5.0 | 1.7 | 0.2 | 8.8
Cc1cc(C)nc(SCc2nnc(SCC(=O)Nc3ncc(C)s3)n2Cc2ccco2)n1
→ i | 2.3 | -11.7 | -14.9 | -5.7 | -2.0 | 0.2 | 1.0 | -6.3
C[C@H](CO)N1C[C@H](C)[C@@H](CN(C)C(=O)Nc2ccccc2)Oc2c(cccc2N(C)C)C1=O
→ i | -3.8 | 5.5 | -6.7 | -2.6 | 0.9 | 2.8 | -0.1 | -1.6
S=C(NCCc1ccccn1)NC1CC2CCC1C2 (stereo not given)
→ i | -3.8 | -6.3 | -2.4 | -65.2 | 3.0 | 2.5 | -0.1 | 1.4
O=C(CSc1ccc2c(c1)OCCO2)Nc1cccnc1Cl
→ i | -3.2 | -5.3 | -2.3 | 27.0 | 5.6 | 0.8 | -0.6 | -8.4
O=C1OCCC1Sc1nnc(-c2ccc(Cl)cc2)n1Cc1ccccc1 (stereo not given)
→ i | 4.0 | -1.7 | -1.7 | -134.2 | 2.3 | 1.2 | 0.4 | 10.6
O=S1(=O)CC(N2CCN(Cc3ccccc3F)CC2)CN1Cc1cn(Cc2cccc(C(F)(F)F)c2)nn1 (stereo not given)
→ nt | -6.4 | 0.8 | -6.8 | nt | 3.5 | nt | 1.4 | -7.0
Cc1cc([N+](=O)[O-])ccc1NC(=O)c1ccco1
→ i | -6.3 | 2.6 | -3.4 | 14.3 | 1.7 | -0.9 | 0.7 | 1.1
O=C(NCc1cccnc1)c1cnc2ccccc2n1
→ i | -4.8 | -2.1 | -1.6 | -6.1 | -0.2 | -2.6 | 1.3 | -2.7
O=C(NC1CC1)c1cc2cc(Br)ccc2s1
→ i | -5.5 | 1.3 | -6.2 | 5.9 | 2.3 | 4.7 | 1.1 | 3.5
CC1CCCN(S(=O)(=O)c2ccc3oc(=O)ccc3c2)C1 (stereo not given)
→ i | -5.7 | -1.6 | -2.8 | -0.6 | 0.9 | -1.0 | -0.1 | -6.0
COc1ccccc1CNCC(=O)Nc1ccc(C#N)cc1
→ i | -2.0 | 5.1 | -2.2 | 3.7 | -0.4 | 1.4 | 0.8 | -4.6
CN/N=C/c1ccc(C#N)cc1
→ i | -2.7 | 2.0 | -4.2 | -2.1 | 0.0 | 1.3 | 0.1 | -10.9
O=C(Nc1ccccc1)OCCCCOC(=O)Nc1ccccc1
→ i | -7.7 | 0.9 | -4.8 | -6.6 | -6.7 | 2.9 | 1.1 | 0.4
CCOC(=O)C1=C(C)NC(C)=C(C(=O)OCC)C1c1ccc(OC)cc1
→ i | 3.3 | -2.1 | -9.4 | 2.0 | -0.9 | 2.3 | 2.6 | -1.2
CN(C)C(CNC(=O)c1ccc(S(=O)(=O)N(C)C)cc1)Cc1ccccc1 (stereo not given)
→ i | -4.1 | -4.3 | 1.1 | -6.4 | 2.0 | -1.6 | -0.8 | 17.0
O=C(Nc1ccccc1C(=O)NCCN1CCOCC1)c1ccc(Cl)cc1Cl
→ i | -0.7 | -5.1 | -2.1 | -6.0 | -0.4 | -1.4 | -0.9 | 6.0
Cc1ccc(NC(=O)COC(=O)Cc2ccsc2)c(C)c1
→ i | -5.9 | 3.1 | -7.0 | 3.5 | -1.5 | 1.7 | 1.8 | -3.7
COC(=O)c1ccc(COC(=O)C23CC4CC(CC(O)(C4)C2)C3)o1
→ i | -4.7 | 1.0 | -3.8 | -1.2 | -4.2 | 19.7* | -1.0 | -2.2
CC(=O)c1ccc(NC(=O)C(C)OC(=O)C2CCN(c3ccc(C(F)(F)F)cn3)CC2)cc1 (stereo not given)
→ i | 23.2 | -4.0 | -1.9 | -37.8 | 0.7 | 0.7 | 0.7 | -1.7
CN1C(=O)c2ccccc2C(O)c2ccccc21 (stereo not given)
→ i | -3.1 | -3.7 | -1.2 | -1.0 | -1.0 | 0.8 | -0.3 | 2.5
CCN(CC)c1c([N+](=O)[O-])c(=O)sc2ccccc12
→ i | -7.0 | 3.1 | -2.6 | 10.0 | -0.3 | -2.4 | 0.5 | -3.1
CCOCCCNC(=O)CN1CCN(Cc2ccccc2C)C1=O
→ i | 0.1 | -0.4 | -4.0 | -4.3 | 0.5 | 0.6 | 0.6 | -2.0
CC/C(C)=N/Nc1nc2sc3c(c2c(=O)[nH]1)CC(C)(C)OC3
→ i | -7.8 | -2.5 | -2.3 | 11.3 | 0.9 | 0.1 | 1.1 | 20.9*
CC1CN(C(=O)CCC(=O)NC2CCN(Cc3ccccc3)CC2)c2ccccc2O1 (stereo not given)
→ i | -9.1 | 1.7 | -2.6 | -5.5 | 5.7 | 2.6 | 0.4 | -3.2
Cc1cc(C)n(-c2ccc([N+](=O)[O-])cc2)n1
→ i | -3.8 | 2.7 | -2.9 | 6.2 | 1.7 | -0.2 | 0.9 | 4.2
Cc1ccc(S(=O)(=O)Nc2nnc(C3CCCCC3)s2)cc1
→ i | 0.2 | -4.8 | -0.5 | -12.9 | 1.2 | -0.8 | 0.0 | 6.5

Limited to E coli Lon inh and MT1-MMP act inh, for some of the entries so far:
| Compound | E coli Lon inh | MT1-MMP act inh |
| --- | --- | --- |
| Cc1cc([N+](=O)[O-])ccc1NC(=O)c1ccco1 | 1.1 | 1.7 |
| O=C(Cc1c(Sc2ccccc2)c2ccccc2n1Cc1ccccc1)NCCO | 3.5 | -1.5 |
| Cc1cc(C)n(-c2ccc([N+](=O)[O-])cc2)n1 | 4.2 | 1.7 |
| Cc1ccc(S(=O)(=O)N2CCN(CN3C(=O)CC4(CCCC4)C3=O)CC2)cc1 | -6.9 | -2.3 |
| Cc1ccc(NC(=O)COC(=O)Cc2ccsc2)c(C)c1 | -3.7 | -1.5 |

Sorted by formula weight (ascending): three of the compounds above
Screens in order: Rpn11 inh | FAS TE block | CSN inh | MsrA act | PABP1 MLLE inh | MT1-MMP act inh | Rin1-Abl PPI inh | MsrA inh | E coli Lon inh
S=C(NCCc1ccccn1)NC1CC2CCC1C2 (stereo not given)
→ i | -3.8 | -6.3 | -2.4 | -65.2 | 3.0 | 2.5 | -0.1 | 1.4
CCOCCCNC(=O)CN1CCN(Cc2ccccc2C)C1=O
→ i | 0.1 | -0.4 | -4.0 | -4.3 | 0.5 | 0.6 | 0.6 | -2.0
CC1CN(C(=O)CCC(=O)NC2CCN(Cc3ccccc3)CC2)c2ccccc2O1 (stereo not given)
→ i | -9.1 | 1.7 | -2.6 | -5.5 | 5.7 | 2.6 | 0.4 | -3.2

(next part)
Screens in order: Rpn11 inh | FAS TE block | CSN inh | MsrA act | PABP1 MLLE inh | MT1-MMP act inh | Rin1-Abl PPI inh | MsrA inh | E coli Lon inh
CCOC(=O)c1c(NC(=O)Cc2ccccc2)sc2c1CCN(CC)C2
→ i | -4.0 | -2.7 | -0.3 | -4.4 | -8.0 | 0.9 | 0.1 | -8.3
Nn1c(SCC(=O)Nc2ccc3c(c2)OCCO3)nncc1=O
→ i | -2.9 | -2.7 | -2.8 | 25.9 | -1.7 | 0.4 | -1.1 | -7.8
N#Cc1nc(-c2ccc(F)cc2)oc1N1CCC(C(N)=O)CC1
→ i | -1.2 | 3.3 | -9.3 | 3.2 | 1.0 | 2.9 | 2.2 | -11.1
C=CCOC(=O)C1=C[C@H](c2ccc3c(c2)OCO3)C[C@H](OCCCCO)O1
→ i | -4.7 | 0.6 | -2.8 | 6.6 | -2.5 | 2.4 | -0.3 | -2.5
COc1ccc(CCNC(=O)Cn2nnc(-c3ccc(N(C)C)cc3)n2)cc1OC
→ i | 2.7 | -6.5 | -3.8 | -7.1 | 4.3 | -0.9 | 1.3 | -11.2
CCOC(=O)N1CCN(C(=O)COC(=O)CSc2ccc([N+](=O)[O-])cc2)CC1
→ i | 8.9 | -0.9 | 0.5 | 34.5 | 3.0 | -0.9 | 3.5 | 0.4
O=C(CN1CCN(S(=O)(=O)c2ccc(Cl)s2)CC1)N1CCOCC1
→ i | -3.9 | 0.8 | -1.9 | -4.7 | 2.7 | -2.7 | 0.8 | -8.7
CNC(=S)N(CCc1c(C)[nH]c2ccc(C)cc12)Cc1cccnc1
→ i | -3.0 | -0.5 | 1.2 | -130.3 | 1.5 | 2.3 | -0.6 | 0.2
C#CCN1C(=O)C(O)(c2c(C)[nH]c3ccccc23)c2ccccc21 (stereo not given)
→ i | -3.3 | -1.5 | -1.0 | 5.5 | -1.2 | -0.7 | -1.0 | -17.1
CCN(CC)CCCNC(=S)N1CCN(c2nc(-c3ccc(F)cc3)cs2)CC1
→ i | 25.0 | -6.9 | -1.4 | -127.9 | 1.3 | -2.4 | 0.1 | -5.9
CC(C)C1C(=O)N(Cc2cn(CCC3OCCO3)nn2)CCS(=O)(=O)N1Cc1ccc(-c2ccc(F)cc2Cl)cc1 (stereo not given)
→ i | 5.7 | -1.3 | -2.4 | -0.7 | 1.1 | 0.8 | 0.0 | 12.3
Cc1nc2c(Cl)cccc2[nH]1
→ i | -5.2 | -2.1 | -1.8 | -5.3 | 0.4 | 1.7 | -0.9 | -4.7
Cc1[nH]c2ccccc2c1/C=N/Nc1nc(N2CCCCC2)nc(N2CCCCC2)n1
→ i | 16.5 | 2.0 | -1.0 | -9.5 | -9.3 | -0.5 | -0.3 | -1.1
CN(C)CCC1CCN(c2cc(C#N)c(C#N)cc2[N+](=O)[O-])CC1
→ i | 14.6 | 0.3 | -5.3 | -4.6 | 0.7 | -7.6 | 1.4 | -9.1
O=C1NC[C@H](CCCCN2CCN(CCC3CCCCC3)C(=O)C2=O)N(CC2CCCCC2)C1=O
→ nt | -1.8 | -6.8 | -1.8 | nt | 0.9 | nt | 0.1 | 0.3
COc1cc(OC)cc(C(=O)NCCCCNC(=O)c2cc(OC)cc(OC)c2)c1
→ i | -5.3 | -4.6 | -2.9 | 11.8 | -1.4 | -2.6 | 1.1 | 5.7
CC(C)CNS(=O)(=O)c1ccc(CCC(=O)NC2CCCC2)cc1
→ i | -4.0 | 2.3 | -1.4 | -1.1 | 1.5 | 0.9 | 0.7 | -0.4
CCC(C)(C(=O)NC1CCCC1)N(C(=O)CC1NC(=O)NC1=O)c1c(C)n(C)n(-c2ccccc2)c1=O (stereo not given)
→ i | -2.4 | -10.3 | -3.0 | 7.4 | 1.2 | 0.4 | 1.0 | 3.5
O=C(NCC(c1ccco1)N1CCCCC1)c1ccc(COc2ccccc2)cc1 (stereo not given)
→ i | 7.5 | -0.1 | -3.3 | 4.5 | 1.0 | 5.9 | 0.1 | 0.1
